# ERp5 block – inhibitors of ERp5-driven insulin aggregation, primary screen, biochemical, turbidity, absorbance 650 nm, single point. Protein disulfide-isomerase A6 (Homo sapiens), Q15084. 90 min. inhibition, % at 9.99 µM. hit rate 0.05% among 350,000. AID 651711, 2012;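 active = mean replicate inhibition above about 25%, with every replicate also reaching it, limit read from the data, passing the limit was not always enough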
# Target sequence (Q15084 whole entry, looked up): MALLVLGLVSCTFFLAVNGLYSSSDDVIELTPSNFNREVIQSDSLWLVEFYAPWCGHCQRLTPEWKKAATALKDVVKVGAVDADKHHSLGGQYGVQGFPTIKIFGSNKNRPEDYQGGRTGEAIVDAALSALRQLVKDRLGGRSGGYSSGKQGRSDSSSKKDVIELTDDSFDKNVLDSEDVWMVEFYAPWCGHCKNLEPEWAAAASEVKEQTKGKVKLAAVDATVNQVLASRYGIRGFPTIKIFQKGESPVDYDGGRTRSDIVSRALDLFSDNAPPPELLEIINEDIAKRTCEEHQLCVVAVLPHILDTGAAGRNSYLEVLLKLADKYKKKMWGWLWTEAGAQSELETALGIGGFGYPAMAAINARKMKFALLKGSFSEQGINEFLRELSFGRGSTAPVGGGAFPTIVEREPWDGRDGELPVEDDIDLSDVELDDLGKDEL
# ERAP1 inh – human ERAP1 aminopeptidase inhibitors, primary screen, biochemical, single point, plate reader. inhibition, % at 10.7 µM. hit rate 0.15% among 340,000. recombinant ERAP1, Leu-AMC fluorescence, 60 min;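 active = mean replicate inhibition of at least 30%, or all replicates individually reaching that 30% level; inactive = mean below 30% and not every replicate reaching it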;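 note: 0% = neutral control wells and 100% = L-leucinethiol positive control wells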
# DENV2 CPE rescue – inhibitors of DENV2 cytopathic effect, primary screen, cell-based, plate reader, single concentration; DENV2-infected cells, cytopathic effect rescue; CPE inhibition, % at 9.99 µM; hit rate 1.7% among 350,000; AID 651640, 2012; in the data active = CPE inhibition above about 20%, passing the limit was not always enough; tested in BHK-21 cells;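 note: 0% = median of neutral control wells and 100% = median of positive control wells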
# CASP6 VEID inh – human caspase-6 inhibitors, primary screen, biochemical, VEID-R110 fluorescence, single point, set 2 | P55212 | purified caspase-6, Z-VEID-R110 cleavage fluorescence | inhibition, % at 12.5 µM | hit rate 0.53% among 350,000 | AID 686996, 2013;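 active = mean inhibition across replicates at least about 35%, with every replicate also reaching that limit, limit read from the data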;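 note: 0% = median of neutral control wells and 100% = no fluorescence left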
# Target sequence (P55212 24-179 limits assumed): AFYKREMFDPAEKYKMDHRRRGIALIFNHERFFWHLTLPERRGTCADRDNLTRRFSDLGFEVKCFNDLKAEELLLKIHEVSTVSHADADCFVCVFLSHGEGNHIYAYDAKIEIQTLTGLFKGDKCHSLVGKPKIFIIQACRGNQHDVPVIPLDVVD
# Target sequence (P55212 194-293 limits assumed): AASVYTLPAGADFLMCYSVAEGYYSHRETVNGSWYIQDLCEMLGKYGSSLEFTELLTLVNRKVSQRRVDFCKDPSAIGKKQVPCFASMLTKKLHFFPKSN
# miR122 inh – miR-122 Renilla sensor signal increase in Huh7, primary screen, miR-122 inhibitor project, cell-based, single point, plate reader | Huh7 miR-122 Renilla luciferase sensor, 48 h; neutral wells = 0, positive control = 100 | activation (reporter increase), % at 12.5 µM | hit rate 0.3% among 340,000;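 active = mean replicate activation score at least 90 and every replicate individually at or above 90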;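 note: higher luciferase means less miR-122 activity so hits act as miR-122 inhibitors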
# SIRT5 inh – SIRT5 desuccinylase inhibitors, primary screen, biochemical, fluorescence imaging, single point, set 5; NAD-dependent protein deacylase sirtuin-5, mitochondrial (Homo sapiens), Q9NXA8; Purified SirT5, succinyl-peptide AMC, trypsin-coupled fluorescence; inhibition, % at 15 µM; hit rate 1.1% among 330,000; AID 652115, 2013; in the data active = inhibition above about 15%
# Target sequence (Q9NXA8 whole entry, looked up): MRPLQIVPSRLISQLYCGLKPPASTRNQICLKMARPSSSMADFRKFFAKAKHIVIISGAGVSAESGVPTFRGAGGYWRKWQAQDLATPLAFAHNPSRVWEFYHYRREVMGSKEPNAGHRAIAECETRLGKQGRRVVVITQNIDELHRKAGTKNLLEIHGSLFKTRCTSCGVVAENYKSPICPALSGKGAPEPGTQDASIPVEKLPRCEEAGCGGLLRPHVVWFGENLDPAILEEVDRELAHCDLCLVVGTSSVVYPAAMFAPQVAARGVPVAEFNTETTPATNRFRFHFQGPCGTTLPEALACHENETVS
# F508del corr – F508del CFTR correction, initial screen, CFBE line, single point | hit rate 0.36% among 350,000 | AID 720511, 2013 | activity (quench increase), % at 7.58 µM | CFBE cells, YFP halide quenching; stimulated with forskolin plus potentiator P3; % fluorescence drop versus neutral controls;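 active = mean added fluorescence quench of at least 8% versus neutral control, with both replicates also reaching 8%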;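 note: cells transiently co-express mutant CFTR-F508del with the halide-sensitive YFP; corrector assay measuring rescue of mutant channel to the surface after 24 h compound exposure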
# * marks the source's active call; other numbers are inactive results; x = not tested or not shown; [ ] = dose if it differs, or a comment.
SMILES,ERp5 block,ERAP1 inh,DENV2 CPE rescue,CASP6 VEID inh,miR122 inh,SIRT5 inh,F508del corr
C=C(NC(=O)C(=C)NC(=O)c1csc(C2=NC3c4csc(n4)C4NC(=O)c5csc(n5)C(C(C)(O)C(C)O)NC(=O)C5CSC(=N5)/C(=C/C)NC(=O)C(C(C)O)NC(=O)c5csc(n5)C3(CC2)NC(=O)C(C)NC(=O)C(=C)NC(=O)C(=C)NC(=O)C(C(C)C)NC2C=Cc3c(C(C)O)cc(nc3C2O)C(=O)OC4C)n1)C(N)=O (stereo not drawn),-2.2,-5.2,60.5*,8.8,x,3.1,-3.2
C[C@H](NC(=O)C[C@@H]1C=C[C@H](NC(=O)Cc2ccccn2)[C@H](CO)O1)c1ccccc1,-1.4,-0.9,10.1,0.0,x,-1.7,1.9
Cn1cnc(CCNC(=O)C[C@H]2CC[C@@H]3[C@H](COC[C@H](O)CN3C(=O)Nc3ccccc3)O2)c1,0.4,1.1,-2.7,-1.0,4.5[16.7 µM],-5.3,-0.9
C/C(=N/NS(=O)(=O)c1ccc(Cl)cc1)c1cccc(NC(=O)c2ccncc2)c1,8.8,-1.5,-2.8,91.9*,x,-1.5,3.3
Cc1nc(N2CCN(C)CC2)c2c3c(sc2n1)CCCC3,1.7,1.1,-3.9,0.5,x,-1.5,-0.7
CCOC(=O)c1cn(CC)c2cc(N3CCCCC3)c(F)cc2c1=O,-3.2,6.1,x,0.0,-6.9,0.7,x
COc1ccccc1C(=O)Nc1cccc(Oc2c(F)c(F)c(F)c(F)c2F)c1,1.9,-1.5,15.7,-3.1,-5.8,-0.6,0.5
Cc1ccc(NC(=O)COC(=O)Cc2ccc(Br)cc2)cc1S(=O)(=O)N1CCOCC1,-2.2,3.4,3.3,-1.9,5.3,x,-1.8
Cc1ccccc1Nc1nc(N)nc(COC(=O)CCNS(=O)(=O)c2ccccc2)n1,2.0,2.3,7.4,2.2,-4.5,1.0,1.5
COc1cc(NC(C)CCc2ccccc2)cc(OC)c1OC (stereo not drawn),2.5,-4.0,-1.6,-2.7,2.7,x,-2.3
C[C@@H]1CN([C@@H](C)CO)C(=O)c2cc(C#Cc3ccccc3)cnc2O[C@H]1CN(C)C(=O)c1ccccn1,-5.2,2.8,3.4,-0.4,-3.8[16.7 µM],1.2,-4.5
Cc1cc([N+](=O)[O-])nn1CC(=O)Nc1ccc(Cl)cn1,4.0,x,1.9,0.3,-4.7,0.3,0.5
CCC(C)NC(=O)C1CCN(S(=O)(=O)N2CCCC2)CC1 (stereo not drawn),4.4,0.7,x,0.2,x,-2.3,x
COc1ccc(CC(N)c2csc(NC(=O)NCc3ccccc3)n2)cc1 (stereo not drawn),-6.7,-0.9,-6.6,0.7,-11.2,0.6,3.2
COc1cc2c(cc1OC)C(c1cc(Br)c(OC)c(OC)c1)CC(=O)N2 (stereo not drawn),3.5,0.2,-7.2,0.2,5.5,0.6,1.1
COc1ccccc1C#Cc1ccc([C@@H]2[C@@H](CO)N(C(=O)C3CC3)[C@H]2C#N)cc1,-3.4,-0.3,1.8,0.6,x,-3.3,2.8
COc1ccc(NC(=O)Nc2ccc3c(c2)[C@@H]2C[C@@H](CC(=O)N4CCc5ccccc5C4)O[C@@H](CO)[C@@H]2O3)cc1,11.3,0.1,-1.6,0.6,2.1[16.7 µM],2.1,0.4
Cc1nn(C)cc1C(C(=O)NC1CCCCC1)N(C(=O)Cc1cccs1)c1ccc(Cl)cc1 (stereo not drawn),-1.8,-1.7,10.9,-0.4,11.9,0.0,x
CCn1c(N)nc2c1c(=O)n(C)c(=O)n2C,4.3,4.1,4.9,-0.2,-7.5,-0.4,-2.0
O=C(C[C@@H]1C/C=C/CC[C@@H](Cc2ccc(F)cc2)C(=O)OC[C@H](Cc2ccccc2)NC1=O)N[C@H](CO)Cc1ccccc1,3.7,x,10.1,2.5,-2.4,x,1.4
COc1ccc(CCN2CC(C(=O)NC3CCCCC3)CC2=O)cc1OC (stereo not drawn),3.2,-10.3,-2.7,-2.1,-0.7,0.5,0.0
C[C@H](CO)N1C[C@H](C)[C@@H](CN(C)S(C)(=O)=O)Oc2ccc(NC(=O)C3CC3)cc2CC1=O,-2.6,-1.7,-1.8,-5.4,6.3[16.7 µM],1.7,2.0
COc1cccc(NC(=O)N2CC(=O)N3[C@@H](CO)[C@H](c4ccc(Br)cc4)[C@@H]3C2)c1,-1.2,0.1,-4.6,-0.6,x,-1.8,0.2
COc1ccc(S(=O)(=O)Nc2ccc3c(c2)C(=O)N([C@H](C)CO)C[C@H](C)[C@H](CN(C)S(=O)(=O)c2ccc(Cl)cc2)O3)cc1,x,x,-6.3,x,-4.3[16.7 µM],x,-3.1
CNC(=O)COc1ccc2oc3c(c2c1)CCCC3,0.9,-3.1,-0.8,-2.7,-6.2,2.7,-0.9
CCCCNC(=O)N(O)C1N(/N=C/c2ccccc2O)C(=S)SC1(C)C (stereo not drawn),-1.3,-2.6,4.4,-3.5,75.4,1.3,-1.1
CO[C@@H]1CN(C)C(=O)c2ccc(NC(=O)Nc3cccc(Cl)c3)cc2OC[C@H](C)N(C(=O)Nc2c(C)noc2C)C[C@H]1C,-0.1,1.7,30.6*,-0.2,x,3.8,0.7
CCCN(CC(=O)Nc1ccccc1OC)C(=O)c1nc2nc(C)ccn2n1,0.0,-2.3,-3.9,-2.0,-6.1,-0.3,-2.8
O=[N+]([O-])c1cc([N+](=O)[O-])c(Oc2cccc3ccccc23)cc1NN1CCCCC1,1.1,0.4,-1.8,1.6,3.5,0.1,0.3
COc1ccc(-n2ccsc2=S)cc1,-2.6,-2.0,-2.4,-1.0,1.0,-3.0,-2.9
Cc1nonc1CN(C)C(=O)c1ccc(OC2CCN(Cc3ccccn3)CC2)cc1,1.1,8.6,-3.5,-3.7,x,1.0,-0.4
CC1=C(C(N)=O)C(c2ccc(F)cc2)n2nc(CCCO)nc2N1 (stereo not drawn),3.1,-0.8,-3.7,x,2.0,-3.4,7.2
O=C(C[C@H]1CC[C@@H]2[C@H](COC[C@@H](O)CN2C(=O)c2ccccc2F)O1)NCc1ccc(F)cc1,10.1,-2.4,37.8*,-0.3,-2.8[16.7 µM],5.6,-0.2
C[C@@H]1CN([C@@H](C)CO)C(=O)c2cc(NS(=O)(=O)c3ccc(Cl)cc3)ccc2O[C@@H](C)CCCCO[C@H]1CN(C)Cc1ccc2c(c1)OCO2,-0.7,-2.4,-4.7,0.2,-9.7[16.7 µM],4.9,-1.6
Cc1c(C(=O)N(Cc2ccccc2)Cc2cccs2)cnn1-c1ccc(Cl)cc1,1.9,x,6.6,-0.6,6.3,0.1,0.2
O=C(c1cc(COc2ccc(F)cc2Cl)on1)N1C[C@H]2CC[C@H]1C2,9.0,3.8,6.2,1.0,-4.7,-1.5,1.8

# Molecules from the list above that have a nitro group on carbon, in the order listed:
SMILES,ERp5 block,ERAP1 inh,DENV2 CPE rescue,CASP6 VEID inh,miR122 inh,SIRT5 inh,F508del corr
Cc1cc([N+](=O)[O-])nn1CC(=O)Nc1ccc(Cl)cn1,4.0,x,1.9,0.3,-4.7,0.3,0.5
O=[N+]([O-])c1cc([N+](=O)[O-])c(Oc2cccc3ccccc23)cc1NN1CCCCC1,1.1,0.4,-1.8,1.6,3.5,0.1,0.3

# One compound at a time (already shown). Order of screens: ERp5 block | ERAP1 inh | DENV2 CPE rescue | CASP6 VEID inh | miR122 inh | SIRT5 inh | F508del corr
# Cc1ccc(NC(=O)COC(=O)Cc2ccc(Br)cc2)cc1S(=O)(=O)N1CCOCC1 as listed: -2.2 | 3.4 | 3.3 | -1.9 | 5.3 | x | -1.8
# COc1ccc(CC(N)c2csc(NC(=O)NCc3ccccc3)n2)cc1 (stereo not drawn) as listed: -6.7 | -0.9 | -6.6 | 0.7 | -11.2 | 0.6 | 3.2
# C/C(=N/NS(=O)(=O)c1ccc(Cl)cc1)c1cccc(NC(=O)c2ccncc2)c1 as listed: 8.8 | -1.5 | -2.8 | 91.9* | x | -1.5 | 3.3

# (continued)
SMILES,ERp5 block,ERAP1 inh,DENV2 CPE rescue,CASP6 VEID inh,miR122 inh,SIRT5 inh,F508del corr
CNC[C@@H]1Oc2c(NC(=O)NC(C)C)cccc2C(=O)N([C@H](C)CO)C[C@@H]1C,-0.9,2.8,11.9,-3.4,0.5[16.7 µM],-4.7,-0.1
COc1ccc(N(C)S(=O)(=O)c2cccc(C(=O)N3CCN(c4ccccc4)CC3)c2)cc1,-2.2,0.3,-4.3,-1.9,11.2,0.1,4.5
O=C1NCCCC1C(=O)N/N=C/c1cccc(O)c1 (stereo not drawn),2.2,0.3,0.1,-0.3,x,-3.1,0.4
Cc1ccc(OCC(=O)N/N=C/C=C/c2ccco2)c(Br)c1,-1.5,4.9,-5.2,4.9,x,-0.6,-6.2
CCOc1ccccc1NC(=O)Cn1c(=O)n(-c2ccc(OC)cc2OC)c(=O)c2c(C)c(C(=O)N(CC)CC)sc21,-1.6,4.2,-7.9,-3.3,x,-0.3,-3.5
COc1cccc(-n2c(SCC(=O)N3CCCCC3)nc3c([nH]c4ccccc43)c2=O)c1,-0.8,2.5,-3.6,0.6,0.1,-16.8,0.0
OC(c1ccc(F)c(F)c1)c1nc(-c2cccs2)cs1 (stereo not drawn),-0.7,8.5,3.1,4.6,-3.5,-2.7,-3.4
COCC(=O)N1CC(=O)N2[C@H](C1)[C@H](c1ccc(C#CCc3ccccc3)cc1)[C@@H]2CO,-3.0,-0.2,4.0,-0.9,x,5.7,2.8
O=C(CN1CCN(C/C=C/c2ccccc2)CC1)NCc1ccccc1,-7.1,-0.4,-0.5,0.4,x,4.4,-0.4
CC(CNC(=O)c1cccc(Br)c1)n1cncn1 (stereo not drawn),3.5,-0.4,4.8,-0.3,-6.6,-6.7,-7.6
COc1ccc(C(O)c2ncc(-c3ccccc3OC)[nH]2)cc1F (stereo not drawn),1.5,-1.4,-4.4,x,2.7,0.5,-0.4
CCCCn1c(N)c(N(CC(C)C)C(=O)c2cccs2)c(=O)[nH]c1=O,-1.4,5.1,2.2,1.9,-0.5,1.5,-0.2
CCNC(=O)C1CCCN(C(=O)c2ccc3c(c2)CCO3)CC1 (stereo not drawn),0.9,-1.6,-12.0,-1.9,-6.7,x,-1.2
Cc1cc(Sc2ccc([N+](=O)[O-])cn2)ccc1Br,1.2,1.8,1.1,-5.7,x,-2.9,4.9
O=C(c1cc(C2CC2)nn1-c1ccccc1)N1CCN(Cc2ccccc2)CC1,-4.5,4.7,-1.5,-0.3,-11.0,x,0.0
Cc1ccc(/C=C/C(=O)NC(=S)N2CCN(c3ccc(F)cc3)CC2)cc1,0.9,-0.1,2.6,1.2,x,-5.8,0.3
c1ccc(-c2ccc(CN3C[C@@H]4C(c5ccccc5)C5(c6ccccc6)CC4(C5)[C@H]3c3ccccc3)cc2)cc1 (stereo partly drawn),5.1,-1.4,-8.2,-0.4,x,1.4,-0.3
CN(C)c1ccc(/C=C(\NC(=O)c2ccccc2)C(=O)NCCCn2ccnc2)cc1,0.1,4.9,6.4,-75.9,28.2,5.6,1.2
CCOC(=O)N1CCN(CC(=O)c2ccc(O)cc2O)CC1,-3.3,-4.8,1.3,1.6,-10.3,0.8,2.2
O=Cc1ccc(OCC(=O)N2CCc3ccccc32)c(Br)c1,3.4,2.8,14.3,0.6,-6.2,-5.5,2.1
COCCCNC(=O)c1ccc(N(C)S(C)(=O)=O)cc1,-1.9,2.0,x,1.0,-5.7,x,x
COCCCNC(=S)N1CCN(C)CC1,1.2,-1.8,-1.9,-1.2,-1.0,0.3,-2.9
Cc1ccc(-c2nc3c(c(=O)[nH]c(=O)n3Cc3ccccc3)n2C)o1,7.2,2.7,x,21.1,x,-2.0,3.6
O=C(N/N=C/c1ccco1)c1cc(-c2ccc(Cl)s2)[nH]n1,2.4,-0.7,-1.5,0.7,x,-0.8,0.9
CC(=O)c1ccc(S(=O)(=O)Nc2ccccc2C(=O)NC2CC2)cc1,-4.8,5.3,1.6,7.1,-4.6,-2.0,-0.6

# Source: PubChem BioAssay
